# Screens from PubChem.
# UDG counter = UDG inhibition counter-screen. FRET deamination/UDG coupled assay, UDG read, 4 h. Potency, µM (doses to about 115 µM), inactives show at the top dose activity change, negative = inhibition, actives largely listed as inhibitors. hit rate 0.14% among 91,000; also: nearly all actives have a fitted effect of over 65% in size
# AID inhibitor = activation induced cytidine deaminase inhibition. Q9GZX7. AID deamination FRET fluorescence, UDG-coupled, 4 h. Potency, µM (top dose mostly 115 µM), for inactives: at the highest dose activity change, negative = inhibition, most hits filed as inhibitors. hit rate 0.32% among 91,000. AID 1347428; also: nearly all actives have a fitted effect of over 25% in size
# Target sequence (Q9GZX7 whole entry, looked up): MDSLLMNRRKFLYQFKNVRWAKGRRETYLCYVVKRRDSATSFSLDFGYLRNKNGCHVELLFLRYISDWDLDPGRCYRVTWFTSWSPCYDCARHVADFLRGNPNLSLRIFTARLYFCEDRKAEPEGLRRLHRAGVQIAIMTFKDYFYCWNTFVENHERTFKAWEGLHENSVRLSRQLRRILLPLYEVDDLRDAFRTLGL
# The depositor's hits bear a star; ? = inconclusive; [ ] = remark or other dose. Calls follow the shape of the dose curve; as a rule, active = well fitted curve in the direction sought with a large enough effect; inconclusive = small, poorly fitted or top-dose-only effect, or another doubt; inactive = no such curve, though single readings can be large; an effect the other way counts as inactive or inconclusive. % is scaled to controls: 0 for no effect and ±100 for the full control effect; potency is read from the fitted curve at half-maximal effect. Some of the compounds tested; count on the stated rates, not on these rows.
SMILES,UDG counter,AID inhibitor
COc1ccc(N(CC(=O)N2CCN(c3ccc(F)cc3)CC2)S(=O)(=O)c2c(C)n[nH]c2C)cc1,1%,-1%
N#Cc1cccc(/C=C/C(=O)c2cccc(N3CCOCC3)c2)c1,-15%,-26%
OCCc1nc2ccccc2s1,10%,4%
C/C=N/NC(=O)CCCCC(=O)N/N=C/C,1%,2%
Cc1c(Cl)cccc1NC(=S)NCCc1cccs1,-1%,-17%
CC1=C(C(=O)N2CCCCC2)C(c2ccc(Cl)cc2)n2c(nc3ccccc32)N1 (configuration not stated),-4%,-2%
O=C(NCCCN1CCOCC1)c1ccc2c(c1)N(Cc1ccccc1)C(=O)c1ccccc1S2,-2%,-15%
CCc1ccc(-c2cc(C(=O)NCCc3ccccc3)c3ccccc3n2)cc1,-6%,-1%
COc1cccc(-c2nc3cc(Cl)ccc3o2)c1,-1%,-6%
O=C(c1ccccc1)c1ccc(OC(=O)c2cccs2)cc1,4%,-10%
COc1cc(CNCCSc2nnnn2C)ccc1OCc1ccc(F)cc1,-4%,-9%
CSc1ccccc1C(=O)Nc1cc(C(F)(F)F)cc(C(F)(F)F)c1,-10%,2%
COc1cccc(NC(=O)C(=O)NCCc2csc(-c3ccc(C(F)(F)F)cc3)n2)c1,4%[57.5 µM],8%
O=C1c2[nH]nc(-c3ccccc3O)c2C(c2cccc(OCc3ccccc3)c2)N1CCCO (configuration not stated),14%,-7%
CCN1CCN(C(c2ccc(SC)cc2)c2c(O)cc(C)n(CCOC)c2=O)CC1 (configuration not stated),46%[activator],8%
CCc1ccc(-c2nn(Cc3ccccc3)cc2C(=O)N2CCN(CCO)CC2)cc1,7%,3%
COC(=O)c1sc(=S)n(-c2c(C)cccc2C)c1N,-4%,6%
Cc1cc(C)cc(NC(=O)CSc2oc(-c3ccccc3)nc2S(=O)(=O)c2ccc(Cl)cc2)c1,-2%,3%
Cc1c(C(=O)N2CCC(C)CC2)c(S(=O)(=O)N2CCN(c3ccc(Cl)cc3)CC2)c(C)n1C,-10%,-11%
COc1ccc(SCCC(=O)OCc2ccc(C#N)cc2)cc1,4%,-8%
COCCCNc1oc(/C=C/c2cccc(OC)c2)nc1C#N,5%,-4%
CCn1c(CNC(=O)c2ccc(OC)cc2)nnc1SCC(=O)Nc1cc(C)ccc1C,1%,-6%
CC(C)=CC(=O)N(CC1CCOC1)C1CC1 (configuration not stated),-8%,-3%
O=C(CCN1C(=O)C2C3CCC(C3)C2C1=O)OCC(=O)c1ccc(Cl)c([N+](=O)[O-])c1 (configuration not stated),0%,2%
CCc1c(C)sc2c1CCN(Cc1ccccc1F)C2c1ccccc1 (configuration not stated),-13%,-21%
COc1cc(NC(=O)CC(C)S(=O)(=O)c2cc3c4c(c2)CCN4C(=O)CC3)cc(OC)c1 (configuration not stated),1%,40%[activator]
CC(C)CSc1nc2c(c(=O)n(C)c(=O)n2C)n1C/C=C/c1ccccc1,-5%,?
CC(=O)NNC(=S)NC1CCCCC1,-5%,5%
COc1ccc(C(=O)c2c(N)c(C(=O)Nc3ccccc3C)c3ccccn23)cc1,0%,1%
O=C(O)C1=CCNCC1,-9%,-8%
Cc1ccc(-c2cc(N)n3nc(-c4ccc(C)cc4)cc3n2)cc1,-1%,-21%
Cc1ccc(Sc2ccc(/C=C(\C#N)c3nc4ccccc4[nH]3)o2)cc1,-8%,-3%
CCOC(=O)c1ccccc1NC(=O)c1c(C)oc2ncnc(N3CCOCC3)c12,-1%,5%
COc1ccccc1Cn1cc(C(=O)c2ccc(C)cc2)c(=O)c2cc(F)cc(F)c21,2%,5%
Cc1ccc(CNC(=O)c2cnn(C)c2-n2cccc2)s1,-1%,-6%
O=C1NC(=O)/C(=C/c2ccc3c(c2)OC(F)(F)O3)S1,1%,-13%
O=C(NC1CCCc2ccccc21)c1cc(-c2cccnc2)nc2ccc(Cl)cc12 (configuration not stated),-11%,13%
CCOc1cccc(C2c3c(oc4ccc(F)cc4c3=O)C(=O)N2c2cc(C)ccn2)c1 (configuration not stated),21%,11%
COc1cccc(-c2nc(SCC(=O)NC3CCCC3)c(-c3ccccc3)[nH]2)c1,-17%,-20%
CCOCCCNC(=O)c1ccc(OCC)c(OCC)c1,-3%,-6%
CCOC(=O)c1ccc(N2C(=O)c3n[nH]c(-c4ccco4)c3C2c2ccc(OC)cc2OC)cc1 (configuration not stated),0%,-6%
N#Cc1ccc(NC(=O)COCC(=O)NNC(=O)c2ccncc2)cc1,0%,2%
CCN(C(=O)c1cc(S(=O)(=O)N2CCCC2)cn1C)c1ccc(OC)cc1,4%,14%
N#Cc1nc(-c2ccccc2Cl)oc1NC1CCCCC1,-10%,-12%
CCOC(=O)c1c(C)[nH]c(C)c1S(=O)(=O)N(C)CC(=O)NCc1ccc(C)cc1,-14%,7%
Cc1c(C(=O)Nc2ccccc2F)sc2ncnc(N(C)C3CCCCC3)c12,10%,-18%
COc1ccc(S(=O)(=O)N(C(=O)c2ccncc2)c2ccc3oc(C)c(C(C)=O)c3c2)cc1,-2%,2%
CCCS(=O)(=O)Nc1cc(-c2cn3ccc(C)cc3n2)ccc1C,-5%,3%
CCCCNC(=O)CSc1nc2n[nH]c(C)c2c(=N)n1-c1ccccc1CC,8%[57.5 µM],-8%
Cc1ccc(Oc2coc3cc(OCC(=O)NC4CCCCC4)ccc3c2=O)cc1,55%[activator],8%
CCC(C)(C)C1CCC(NC(=S)NCCc2ccccc2)CC1 (configuration not stated),3%,-14%
CCC(=O)N1c2ccccc2CC1C(=O)NCCc1ccccc1Cl (configuration not stated),-25%,-7%
CCOC(=O)CSc1nc2c(sc3ccccc32)c(=O)n1Cc1ccc(OC)cc1,1%,35%[activator]
CSc1ccc(CCNc2nc(-c3ccccc3F)no2)cc1,-10%,?
CN1CCOC(CNCc2ccc3ccccc3c2)C1 (configuration not stated),4%,6%
COC(=O)Cn1c(=O)c2c(nc3n2CCN3c2cccc(C)c2)n(C)c1=O,4%,-9%
N#CCOc1ccc(NC(=O)c2ccc3ccccc3n2)cc1,8%,-1%
COc1ccccc1C(=O)NCCn1cc(SCC(=O)Nc2ccccc2F)c2ccccc21,-5%,?
COc1ccc(C(=O)N2CC(=O)Nc3ccc(C)cc3C2c2ccccc2)cc1OC (configuration not stated),7%,-17%
C[S+](C)/N=C(\[O-])c1cccc(F)c1,-2%,1%

# (more compounds)
SMILES,UDG counter,AID inhibitor
CCOC(=O)c1cccc(NS(=O)(=O)c2ccc(-c3coc(C)n3)cc2)c1,3%,26%
Cc1cccc(N(CC(=O)NCCSc2ccc(Cl)cc2)S(=O)(=O)c2ccccc2)c1C,-11%,?
O=C(CSc1oc(-c2ccco2)nc1S(=O)(=O)c1ccc(Cl)cc1)c1ccccc1,?,12%
COc1ccccc1NC(CC(=O)c1ccccc1)C(=O)OCC(=O)c1ccc(C)cc1 (configuration not stated),15%,-12%
O=C(c1cccc(C(F)(F)F)c1)N1CCN(C/C=C/c2ccccc2)CC1,-3%,-1%
CC(NC(=O)c1ccc2c(c1)CCN2S(=O)(=O)c1ccc(Cl)cc1)c1ccccc1 (configuration not stated),0%,-12%
Cc1cc(C)cc(NC(=O)CSc2nc3nccnc3c(=O)n2CCc2c[nH]c3ccccc23)c1,6%,6%
Cc1cccc(NC(=O)c2ccc(F)c(S(=O)(=O)N3CCC4(CC3)OCCO4)c2)c1,-7%,-7%
O=C(Nc1ccc2nc(N3CCCC3)sc2c1)c1ccc(F)cc1,-2%,2%
CN(Cc1ccccc1)C(C(=O)NC1CCCCC1)c1ccc(Cl)cc1 (configuration not stated),0%,5%
COc1ccc(OC)c(S(=O)(=O)Nc2cc3c(C(C)=O)c(C)oc3c3ccccc23)c1,?,83%[activator]
CCc1cccc(C)c1NC(=O)c1cc(S(=O)(=O)N2CCN(c3ccccc3)CC2)ccc1F,-15%,8%
O=C1/C(=C/c2cccs2)CSc2ccccc21,0%,-7%
Cc1ccc(NC(=O)CCc2nc(-c3ccccc3F)no2)c(C)c1,-2%,-4%
Cc1cc(NC(=O)COC(=O)c2csc(NCc3ccccc3)n2)ccc1N1CCCC1,-6%,2%
Cc1cnc(NC(=O)CSc2cc(F)ccc2F)s1,-3%,7%
CC(NC(=O)Cn1c(=O)c2c(ncn2C)n(C)c1=O)c1ccc(Cl)c(Cl)c1 (configuration not stated),6%,-10%
COc1ccccc1OCC(=O)Nc1nc(-c2ccc(Br)cc2)ns1,-7%[57.5 µM],-1%
O=C(Nc1ccc2nc(SCC(=O)N3CCOCC3)sc2c1)c1cccc(Br)c1,5%[57.5 µM],-27%
CN(C(=O)c1nn(C)c2c1CS(=O)(=O)c1ccccc1-2)c1cccc(Cl)c1,-8%,-28%
CCOc1ccc(CNC(=O)c2cc3ccccn3n2)cc1,0%,0%
Cc1ccc(Nc2nnc(Cc3ccccc3)c(=O)[nH]2)cc1Cl,4%,5%
CCCn1c(=N)c(C(=O)NCc2ccccc2)cc2c(=O)n3cccc(C)c3nc21,3%,-9%
COc1ccc(N(C)C(=O)c2cc3c(s2)-c2c(C)cccc2OC3)c(OC)c1,-18%,-19%

# 7 entries picked at random from those above:
SMILES,UDG counter,AID inhibitor
O=C1/C(=C/c2cccs2)CSc2ccccc21,0%,-7%
O=C(NCCCN1CCOCC1)c1ccc2c(c1)N(Cc1ccccc1)C(=O)c1ccccc1S2,-2%,-15%
CCOC(=O)c1ccccc1NC(=O)c1c(C)oc2ncnc(N3CCOCC3)c12,-1%,5%
Cc1cnc(NC(=O)CSc2cc(F)ccc2F)s1,-3%,7%
CCCCNC(=O)CSc1nc2n[nH]c(C)c2c(=N)n1-c1ccccc1CC,8%[57.5 µM],-8%
CCc1ccc(-c2nn(Cc3ccccc3)cc2C(=O)N2CCN(CCO)CC2)cc1,7%,3%
COc1ccc(C(=O)c2c(N)c(C(=O)Nc3ccccc3C)c3ccccn23)cc1,0%,1%

# Compound profiles, as listed above:
# Record of `COc1ccccc1OCC(=O)Nc1nc(-c2ccc(Br)cc2)ns1` : UDG counter: -7%[57.5 µM]; AID inhibitor: -1%
# Record of `O=C1/C(=C/c2cccs2)CSc2ccccc21` : UDG counter: 0%; AID inhibitor: -7%
# Record of `CCCn1c(=N)c(C(=O)NCc2ccccc2)cc2c(=O)n3cccc(C)c3nc21` : UDG counter: 3%; AID inhibitor: -9%

# Next results.
SMILES,UDG counter,AID inhibitor
CCN(CC)c1ccc(C(=O)NCc2ccc3c(c2)CCN3C(=O)c2ccccc2)cc1,19%,14%
CCOc1ccc(NC(=O)/C=C/Sc2ccccc2)cc1,-7%,-2%
COc1ccc(Cl)cc1NC(=O)CCS(=O)(=O)c1cccc2nonc12,-3%,-5%
COc1ccc(C2(C)N(O)C(C)C(c3ccccc3)=[N+]2[O-])cc1 (configuration not stated),2%,-2%
Cc1c(CNC2CCCCC2)c(C(=O)O)c(C)n1Cc1ccc(F)cc1,4%,17%
CCOc1ccc(-c2nn(CC(=O)NC3CCCCC3)c3c2cnc2ccc(C)cc23)cc1,21%,42%[activator]
C/C(Cl)=C\Cc1c(C)nc2c(C)cccc2c1Cl,3%,-7%
Cc1ccc(C(CNC(=O)c2cc(=O)c3ccc(C)c(C)c3o2)N2CCCC2)o1 (configuration not stated),-9%,-7%
C=C(C)Cn1c(N(C)C)nc2c1c(=O)n(C)c(=O)n2C,-3%,1%
NC(=O)c1ccccc1NC(=O)C1CCCN(c2ncnc3onc(-c4ccc(F)cc4)c23)C1 (configuration not stated),-5%,?
Cc1ccc(Sc2ccc(Sc3ccc(C)cc3)c(C#N)c2)cc1,-7%,-10%
Cc1cccc(NC(=O)CSC2=Nc3ccccc3C3=NC(CCC(=O)NCc4ccc(F)cc4)C(=O)N23)c1 (configuration not stated),-10%,-20%
CC(OC(=O)C12CC3CC(CC(C3)C1)C2)C(N)=O (configuration not stated),-10%,-14%
Cc1ccc(C(=O)NCC(=O)OCc2cc(=O)n3nc(C4CCCCC4)sc3n2)cc1,4%,1%
COc1cc(SC)ccc1C(=O)Oc1ccc(C(C)(C)C)cc1,-7%,-9%
O=C(c1ccc2c(c1)CCCC2)N1CCN(c2nc3c(F)cccc3s2)CC1,-4%,8%
N#C/C(=C/c1ccc(/C=C(\C#N)C(N)=O)cc1)C(N)=O,-2%,19%
CC(=O)c1ccc(N2C(=O)N(CC(=O)c3ccc(F)cc3)c3ccccc3S2(=O)=O)cc1,-11%,-3%
C=CCOc1ccc(Br)cc1/C=C(/C#N)C(=O)Nc1ccccc1C(F)(F)F,-1%,-20%
COc1ccc(S(=O)(=O)NCc2cccn2Cc2cccc(C)c2)cc1OC,-4%,1%
CCOC(=O)c1cc(S(=O)(=O)Nc2ccc(Br)c(C)c2)[nH]n1,-9%,-3%
Cc1nc(N2CCCC2)c2c(C(=O)Nc3cccc(Cl)c3)c(C)oc2n1,2%,7%
CCOc1ccc(C2C(=O)N(C3CCCCC3)CC(=O)N2CCc2ccccc2)cc1OC (configuration not stated),6%[57.5 µM],-2%
Cc1ccc(CN2C(=O)SC(Nc3ccccc3)C2=O)cc1 (configuration not stated),0%,-3%
O=C(NNC(=O)c1ccc2c(c1)CCCC2)c1cccnc1,-1%,6%
CC1CCN(C(=O)c2cnn(-c3cccc(Cl)c3)c2C2CCN(C(=O)OC(C)(C)C)CC2)CC1,-8%,-25%
CCOc1ccc(NC(=O)c2cc(=O)c3ccccc3o2)cc1OC,-10%,10%
CC(C)OCCCNC(=O)c1ccc(-n2c(-c3ccccc3)cc3c2CCCC3)cc1,-10%[57.5 µM],-12%
